POLK inh: blocks human DNA polymerase kappa activity; Q9UBT6; purified Pol kappa, fluorescent DNA synthesis assay, 10 min; Potency, µM (highest dose often 107 µM), for inactives: at the top dose activity, negative = inhibition, actives largely listed as inhibitors; actives 0.53% (n = 400,000); further: on the % scale 0 is the no-effect control and ±100 the full control effect
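Pol kappa 10 nM + cpd, 15 min RT; start w/ substrate 50 nM final; fluorescence kinetic read, 0 and 10 min. Neg ctrl: buffer, no enzyme.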
Anesthetic bind: candidate novel general anesthetic via apoferritin binding; P02791; apoferritin/1-aminoanthracene competitive binding, fluorescence; Potency, µM (titrated, usually from 77.5 µM), for the others: at the highest dose activity change, negative = displacement, usual class: inhibitors; actives 0.074% (n = 350,000); AID 485281; further: on the % scale 0 is the no-effect control and ±100 the full control effect; nearly all actives have a fitted effect of over 20% in size
Target sequence (P02791 2-175 limits assumed): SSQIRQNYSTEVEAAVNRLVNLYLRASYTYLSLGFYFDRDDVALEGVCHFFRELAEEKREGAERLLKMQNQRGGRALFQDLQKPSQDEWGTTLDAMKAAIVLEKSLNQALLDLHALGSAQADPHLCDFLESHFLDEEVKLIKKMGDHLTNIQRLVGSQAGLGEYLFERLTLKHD
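Horse-spleen apoferritin (10 uM) in 50% saturated 1-aminoanthracene in PBS was incubated 10 min at room temperature with compound. Fluorescence (ex 380, em 535 nm) was normalized to free and bound 1-AMA, with concentration-response fitted by a four-parameter Hill equation.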
Pol beta inh: blocks human DNA polymerase beta activity. P06746. Pol beta primer extension/strand displacement, fluorescence kinetic. Potency, µM (top dose mostly 114 µM), for the others: at the highest dose activity change, negative = inhibition, actives largely listed as inhibitors. actives 1.3% (n = 340,000). AID 485314; further: on the % scale 0 is the no-effect control and ±100 the full control effect
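10 nM enzyme + cpd, 15 min RT; start with substrate 50 nM final; read 0 min and after 10 min RT. Corrected, normalized data; 4-parameter Hill curve fit.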
G9a inh: G9a (human) methyltransferase inhibition; Potency, µM (highest dose often 102 µM), for the others: top-dose activity, negative = inhibition, most hits filed as inhibitors; actives 8.8% (n = 350,000); AID 504332; G9a H3K9 monomethylation, AlphaScreen, 2 h; further: on the % scale 0 is the no-effect control and ±100 the full control effect; nearly all actives have a fitted effect of over 75% in size
Target sequence (Q96KQ7 913-1193 limits assumed): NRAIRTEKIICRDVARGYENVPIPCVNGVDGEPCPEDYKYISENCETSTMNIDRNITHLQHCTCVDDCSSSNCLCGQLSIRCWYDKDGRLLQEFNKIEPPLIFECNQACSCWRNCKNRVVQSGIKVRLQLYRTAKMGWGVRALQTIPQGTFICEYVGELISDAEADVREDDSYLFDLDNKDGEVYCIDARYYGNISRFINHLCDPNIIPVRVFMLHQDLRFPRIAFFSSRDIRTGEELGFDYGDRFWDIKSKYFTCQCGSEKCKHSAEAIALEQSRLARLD
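Compounds were preincubated with 20 nM G9a for 15 min, after which biotinylated H3K9 peptide (500 nM) and SAM (20 uM) started a 2 h room-temperature reaction. Monomethylated product was quantified by antibody-based AlphaScreen chemiluminescence.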
APEX1 inh: blocks human APE1 abasic DNA cleavage; recombinant APE1, TAMRA/BHQ-2 abasic DNA cleavage fluorescence; P27695; actives 0.35% (n = 350,000); Potency, µM (titrated, usually from 65.8 µM), inactives show at the top dose activity change, negative = inhibition, usual class: inhibitors; AID 2517;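 further: plate controls were vehicle for no effect and reference inhibitor for full effect; nearly all actives have a fitted effect of over 55% in size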
Target sequence (P27695 whole entry, looked up): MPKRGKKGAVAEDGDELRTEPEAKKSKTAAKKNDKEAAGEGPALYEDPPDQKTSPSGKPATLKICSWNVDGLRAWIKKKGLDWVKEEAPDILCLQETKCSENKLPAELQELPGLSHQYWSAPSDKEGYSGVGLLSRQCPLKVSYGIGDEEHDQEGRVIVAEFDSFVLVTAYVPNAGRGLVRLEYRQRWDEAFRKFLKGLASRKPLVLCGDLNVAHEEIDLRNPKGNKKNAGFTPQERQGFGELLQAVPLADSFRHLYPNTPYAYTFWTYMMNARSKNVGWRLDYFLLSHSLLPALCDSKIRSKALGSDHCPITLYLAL
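Kinetic fluorescence read (525 ex/598 em nm, three reads 60 s apart) of AP-site incision; signal = third minus first read. Enzyme 0.75 nM, dual-labelled THF duplex 50 nM, compound preincubation 15 min RT.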
POLI inh: DNA polymerase iota (human) inhibition | Q9UNA4 | Pol iota fluorescent replication assay, 10 min | AID 588590 | Potency, µM (highest dose often 115 µM), without a hit: at the highest dose activity, negative = inhibition, actives largely listed as inhibitors | actives 1% (n = 390,000)
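Fluorescent replication assay read twice, at 0 min and 10 min after adding 50 nM (final) substrate. Enzyme (10 nM) and compounds were first incubated 15 min at room temperature; enzyme-free buffer wells were negative controls.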
BAZ2B inh: BAZ2B (human) inhibition; AlphaScreen BAZ2B-H3K14Ac peptide displacement; Potency, µM (highest dose often 114 µM), without a hit: top-dose activity change, negative = inhibition, hits mostly inhibitors; actives 4.4% (n = 360,000); further: on the % scale 0 is the no-effect control and ±100 the full control effect; nearly all actives have a fitted effect of over 60% in size
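Inhibition is scored as reduced AlphaScreen emission. The BAZ2B/b-H3(5-23)K14Ac complex (50 nM each) in PBS pH 7.4, 0.01% Tween-20 meets compound (up to 110 uM) for 30 min at RT before bead addition.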
Pol eta inh: inhibitors of human DNA polymerase eta. Q9Y253. recombinant Pol eta, fluorescent DNA replication assay. Potency, µM (top dose mostly 114 µM), inactives show at the highest dose activity change, negative = inhibition, most hits filed as inhibitors. actives 1.2% (n = 390,000). AID 588591; further: on the % scale 0 is the no-effect control and ±100 the full control effect
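Pol eta (10 nM) was preincubated with compounds for 15 min at room temperature, after which fluorescent replication substrate (50 nM final) was added to start the reaction. Fluorescence was read kinetically at 0 and 10 min.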
BLM inh: blocks DNA unwinding by human BLM helicase; Potency, µM (series often up to 56.1 µM), inactives show at the highest dose activity change, negative = inhibition, most hits filed as inhibitors; actives 0.2% (n = 350,000); P54132; recombinant BLM DNA unwinding, fluorescence dequenching;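 further: plate controls were vehicle for no effect and no enzyme for full effect; nearly all actives have a fitted effect of over 35% in size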
The depositor's hits bear a star; u = inconclusive; x = no result given; & = joins results of further samples; [ ] = another dose, or the depositor's remark. The call rests on the fitted dose curve; in most records, active means well fitted curve in the direction sought with a large enough effect; inconclusive means small, poorly fitted or top-dose-only effect, or another doubt; inactive means no such curve, though single readings can be large; an effect the other way counts as inactive or inconclusive. Potency means the concentration at half of the fitted maximal effect.

SMILES	POLK inh	Anesthetic bind	Pol beta inh	G9a inh	APEX1 inh	POLI inh	BAZ2B inh	Pol eta inh	BLM inh
Cc1cc(C)cc(OCC(=O)Nc2ccc(N3CCCC3)cc2)c1	1%	u	139%	-11%[59 µM]	-2%	-4%	-30%	-7%	-21%
CCc1ccc(NC(=O)c2ccc3c(=O)n4nc(Nc5ccccc5C)sc4nc3c2)cc1	-6%	-15%	-16%	-10%[59 µM]	x	11%	-10%	-2%	-10%
CSc1ncccc1C(=O)Nc1cccc(C)n1	-2%	-7%	28%	0%	19%	29%	u	-3%	0%
CON(c1nc(N(C)C)nc(N(C)C)n1)S(=O)(=O)c1ccccc1Cl	1%	-10%	13%	x	3%	-4%	6%	-7%	0%
CCOC(=O)C(=O)Nc1nnc(SCc2ccc(F)cc2)s1	-7%[60.1 µM]	3%	16%	0%[59 µM]	-3%	13%	7%	-20%	3%
O=C(N/N=C/c1ccc(OC(=O)c2ccc3c(c2)OCO3)cc1)c1cncc(Br)c1	-3%	-12%	u	5%[59 µM]	-2%	76%[activator]	-27%	u	-21%
CSc1ncc(Cl)c(C(=O)Nc2ccccc2C)n1	-10%	3%	28%	-7%	31%	169%[activator]	1%	-14%	-3%
C/C(=N/NC(=O)c1ccc(Br)o1)C(C)C	7%	-7%	1%	25%	3%	-26%	3%	-19%	-2%
CCCc1cc(C(=O)NC(C)C2CCCO2)cs1 (stereo not drawn)	-11%	-14%	9%	13%	32%	21%	-4%	-6%	-5%
COC(=O)c1cc(C(=O)OC)cc(N2C(=O)CC(N3CCN(c4ccccc4)CC3)C2=O)c1 (stereo not drawn)	-2%	-2%	-12%	16µM*	1%	22%	-10%	-19%	-3%
COc1ccc(/C=C2\C(=O)NCC(=O)N2C)cc1	-16%	3%	-24%	u	38%	-26%	-16%	-7%	-3%
O=C(O)c1ccccc1C(=O)NCCc1c(C(=O)O)[nH]c2ccc(F)cc12	-26%	7%	34%	1%	-8%	36%[activator]	-13%	-2%	2%
Cc1nn(-c2ccc(F)cc2)c2sc(C(=O)OC3CCOC3=O)cc12 (stereo not drawn)	-12%	u	3%	-11%[2.33 µM]	-1%	-1%	8%	u	-5%
CNC[C@@H]1Oc2ccc(NC(=O)Nc3ccccc3)cc2C(=O)N([C@@H](C)CO)C[C@H]1C	10%	x	x	x	16%	-8%	x	-10%	x
COCCN(C)Cc1cn(-c2ccc(F)cc2F)nc1-c1ccccc1C	-6%	u	-1%	x	-2%	4%	19%	-7%	0%
O=C(CN1C(=O)COc2ccc(S(=O)(=O)N3CCCCCC3)cc21)N1CCN(c2ccccc2)CC1	-7%	6%	35%	-37%[59 µM]	x	3%	-32%	-1%	-5%
CCn1c(SCC(=O)Nc2nc3ccccc3s2)nc2c(c1=O)SC(C)C2 (stereo not drawn)	-7%	-8%	3%	u	-7%	2%	-38%	-4%	-5%
O=C(C1CC(c2cccc(Br)c2)=NO1)N1CCc2ccccc2C1 (stereo not drawn)	-23%	-4%	-17%	29%	-10%	10%	-17%[57.1 µM]	-7%	-10%
CCOc1ccc(C(=O)Nc2ccc3oc(-c4cccnc4)nc3c2)cc1	0%	-6%	-1%	-2%[59 µM]	x	15%	2%	-17%	-10%
CCOc1ccc(NS(=O)(=O)c2cc(NC(=O)c3ccc(C)cc3)ccc2Cl)cc1	-20%	-15%	10%	0%[59 µM]	4%	1%	-33%	u	-4%
COc1ccc(NC(=O)Cn2cnc3sc(C)c(S(=O)(=O)N4CCOCC4)c3c2=O)cc1Cl	-23%	-2%	0%	-3%	50%[activator]	77%[activator]	-20%	-15%	-1%
CS(=O)(=O)Nc1cccc(-c2ccc3ncnc(NC4CC4)c3c2)c1	-4%[60.1 µM]	x	x	-2%[0.501 µM]	-2%	x	x	x	-13%
CN(C)c1ccc(-c2nccc(NCc3cccs3)n2)cc1	-7%[60.1 µM]	x	x	17%[0.501 µM]	6%	x	x	x	-9%
CC1(C)CNC(=O)c2sc(NC(=O)c3ccccc3Cl)nc2C1	-7%	-7%	-7%	9%	6%	17%	-19%	-23%	-3%
CC(=O)N1CCCc2cc(S(=O)(=O)N3CCC(C(=O)NCc4ccccc4)CC3)ccc21	-2%[60.1 µM]	-4%	1%	6%[59 µM]	x	20%	3%	-20%	-1%

Compound profiles (already shown).
CC1(C)CNC(=O)c2sc(NC(=O)c3ccccc3Cl)nc2C1 is listed as POLK inh: -7%; Anesthetic bind: -7%; Pol beta inh: -7%; G9a inh: 9%; APEX1 inh: 6%; POLI inh: 17%; BAZ2B inh: -19%; Pol eta inh: -23%; BLM inh: -3%
O=C(C1CC(c2cccc(Br)c2)=NO1)N1CCc2ccccc2C1 (stereo not drawn) is listed as POLK inh: -23%; Anesthetic bind: -4%; Pol beta inh: -17%; G9a inh: 29%; APEX1 inh: -10%; POLI inh: 10%; BAZ2B inh: -17%[57.1 µM]; Pol eta inh: -7%; BLM inh: -10%

(next part)
SMILES	POLK inh	Anesthetic bind	Pol beta inh	G9a inh	APEX1 inh	POLI inh	BAZ2B inh	Pol eta inh	BLM inh
COC1CCN(C(=O)C2CCC(=O)N(CCc3cccc(F)c3)C2)CC1 (stereo not drawn)	-3%	-10%	34%	1%	25%	15%	2%	-6%	0%
Cc1ccccc1N(CC(=O)NC1CCCCC1)C(=O)CCC(=O)Nc1nccs1	-15%	-11%	3%	21%[59 µM]	9%[12.4 µM]	51%[activator]	-2%	-14%	2%
CC(=O)c1ccc(N(C(=O)Cc2c[nH]c3ccccc23)C(C(=O)NC2CCCCC2)c2cccs2)cc1 (stereo not drawn)	-12%	u	0%	u	-7%	10%	-37%	-20%	-8%
O=C(NCc1ccco1)C(c1ccccc1F)N(CC1CCCO1)C(=O)Cn1nnc2ccccc21 (stereo not drawn)	-8%	-11%	-2%	-7%[12.7 µM]	-3%	-2%	-6%	-20%	-2%
Cn1cc(CNC(=O)C2CCC(=O)N(Cc3ccc(Cl)cc3)C2)cn1 (stereo not drawn)	u	-2%	7%	11%[59 µM]	-1%	5%	-2%	-8%	-2%
O=C(CN1C(=O)/C(=C2\SC(=S)N(CCS(=O)(=O)O)C2=O)c2ccccc21)Nc1cccc(Br)c1	u	-2%	u	8.9µM*	6.7µM*	u	8.9µM*	u	-15%
CC(C)(C)OC(=O)C[C@H]1C/C=C\C[C@@H](CC(=O)NCCO)C(=O)NC[C@H](c2ccccc2)OC1=O	2%	x	x	x	-1%	-21%	x	-15%	x
CC1=CC2=NC(=O)CC(C)(C(=O)N(CC(=O)NC3CCCC3)c3ccccc3F)N2C=C1 (stereo not drawn)	-1%	6%	26%	-3%	-12%	43%[activator]	6%	2%	-1%
C=CCOc1ccccc1CNCCc1ccc(S(N)(=O)=O)cc1	-5%	-6%	2%	-36%	-2%	5%	x	-11%	-7%
CCN(CC)CCCNC(=O)C1CCN(S(=O)(=O)CC)CC1	-6%[60.1 µM]	3%	80%	-4%[59 µM]	x	-26%	6%	-5%	-1%
C/C(=N\Nc1ccc([N+](=O)[O-])cc1)c1cccc(N)c1	-12%	u	1%	-4%	-7%	7%	u	-11%	-8%
CC(=O)N1N=C(c2cccc([N+](=O)[O-])c2)OC1c1ccc(Cl)cc1Cl (stereo not drawn)	-12%	u	-2%	-24%	-1%	3%	u	-12%	-8%
COc1ccc(N(C(=O)C(C)C)S(=O)(=O)c2ccc3ccccc3c2)cc1	9%	-4%	-21%	11%[0.501 µM]	23%	-16%	0%	-9%	-14%
O=C(Nc1ccccc1)c1cnc(-c2ccccc2)nc1-c1ccccc1	-3%	u	4%	7%	-4%	16%	3%	-14%	0%
Cc1ccnc2nc(C(=O)OCC(=O)c3ccc(NC(=O)CC(C)C)cc3)nn12	-38%	x	x	x	-12%	u	x	u	x
COc1ccc(CCN2C(=O)CC(NNC(=O)c3ccc(F)cc3)C2=O)cc1OC (stereo not drawn)	-2%	3%	25%	-15%[59 µM]	1%	12%	7%	1%	1%
O=C(NNC(=O)c1cc(-c2ccccc2)nc2ccccc12)c1csc(N2CCOCC2)n1	-21%	x	x	7%	-13%	13%	12%	-4%	x
Cc1ccc(S(=O)(=O)N2CC(C)N(C(=O)N3CCOCC3)C2C)cc1 (stereo not drawn)	6%	16%	-1%	0%	38%	65%[activator]	-4%	-16%	2%
COc1ccc(C(CNC(=O)c2cccc(S(=O)(=O)N3CCOCC3)c2)N2CCCC2)cc1 (stereo not drawn)	-14%	x	x	-1%[0.501 µM]	10%	29%	4%	-2%	x
COc1ccc(CCNC(=O)c2c(O)c3ccccc3[nH]c2=O)cc1OC	1%	7%	29%	-3%[2.33 µM]	34%	143%[activator]	-1%	-1%	-2%
NC(=O)NCC1CC1	-15%	11%&0%	16%	-3%[59 µM]	-12%&2%	-15%	-4%	-20%	-2%&-1%
Cc1ccnc2nc(C(=O)OCC(=O)N(Cc3ccccc3)C(C)C)nn12	11%	x	x	x	32%	-5%	x	-8%	x
CCCN1Cc2cccc(C(=O)Nc3ccc(S(=O)(=O)N4CCCCCC4)cc3)c2C1=O	-3%	-10%	30%	-21%	-7%	12%	4%	0%	-1%
O=C(Nc1ccccc1)N1CC[C@@]2(CCCN(C(=O)c3cc(C(F)(F)F)cc(C(F)(F)F)c3)C2)C1	-4%[60.1 µM]	x	x	12%[12.7 µM]	17%	x	x	x	6%
CC1=NN(C(N)=S)C(=O)C1N=Nc1cc(Cl)ccc1Cl (stereo not drawn)	-5%	7%	11%	u	-4%	0%	u	-12%	-2%
COC(=O)C1CCN(C(c2cc(OC)c(OC)c(OC)c2)c2sc3nc(C)nn3c2O)CC1 (stereo not drawn)	10%	-6%	0%	u	-2%	-1%	11%	-10%	-1%
COc1ccc(NC(=O)COc2cccc(-n3cnnn3)c2)cc1	-10%	-4%	12%	25%	14%	28%	-10%	11%	-8%

Only APEX1 inh, Pol beta inh and BAZ2B inh (four entries from above):
compound	APEX1 inh	Pol beta inh	BAZ2B inh
CCc1ccc(NC(=O)c2ccc3c(=O)n4nc(Nc5ccccc5C)sc4nc3c2)cc1	x	-16%	-10%
CSc1ncccc1C(=O)Nc1cccc(C)n1	19%	28%	u
CON(c1nc(N(C)C)nc(N(C)C)n1)S(=O)(=O)c1ccccc1Cl	3%	13%	6%
CCOC(=O)C(=O)Nc1nnc(SCc2ccc(F)cc2)s1	-3%	16%	7%

Screening data from PubChem BioAssay.

An excerpt. The share of hits here may be higher or lower than overall.
